ssDAF12 agonist – activators of S. stercoralis DAF-12 nuclear receptor; HEK293 ssDAF-12/GRIP1 lit1-tk-luc reporter, luminescence; % of 3 µM dafachronic acid response; activation, % at 6.8 µM; 370,000 compounds, 1% hits; AID 652126;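 active means activation above the mean over all tested compounds plus 3 SD, cut at about 0.9% in these data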;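 further: 0% = DMSO-only wells and 100% = 3 µM delta7-dafachronic acid wells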
hcDAF12 agonist – activates DAF-12 receptor from parasite H. contortus. AID 652067. activation, % at 6.8 µM. HEK293 hcDAF-12 lit1-tk-luc reporter, luminescence; 0% DMSO, 100% Δ7-dafachronic acid. 370,000 compounds, 1.4% hits;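 active means activation above the mean of all tested compounds plus 3 SD, cut at about 5.5% in these data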;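 further: 100% = response to 3 µM Δ7-dafachronic acid high control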
sPLA2-III inh – Inhibits HGIII-sPLA2 liposome hydrolysis, primary screen | QFRET BODIPY PC-A2 liposome hydrolysis, fluorescence | inhibition, % at 12.2 µM | 370,000 compounds, 0.56% hits | AID 743126;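 active means inhibition above mean plus 3 SD of compounds lying within the high and low control bounds, cut at about 19% in these data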;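 further: 0% = median of test compound wells and 100% = no enzyme DMSO wells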
FXN GAA850 act – activators of GAA850 frataxin (FXN) promoter; HEK293 lucGAA850 FXN promoter luciferase reporter, 24 h; percent of 10 µM SAHA response; activation, % at 6 µM; 360,000 compounds, 0.56% hits;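 active means activation above the average of all compounds screened plus 3 SD, cutoff fixed separately per campaign, cut at about 7.5% in these data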;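 further: 0% = DMSO wells and 100% = 10 µM SAHA wells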
PLC-beta3 inh – blocks human PLC-beta3 enzyme activity. 370,000 compounds, 0.18% hits. Purified PLC-beta3, fluorogenic substrate, fluorescence. inhibition, % at 12.2 µM. Q01970. AID 720704; in the data active means inhibition above about 11%;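 further: 0% = median of compound wells on plate and 100% = full blocker control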
Target sequence (Q01970 whole entry, looked up): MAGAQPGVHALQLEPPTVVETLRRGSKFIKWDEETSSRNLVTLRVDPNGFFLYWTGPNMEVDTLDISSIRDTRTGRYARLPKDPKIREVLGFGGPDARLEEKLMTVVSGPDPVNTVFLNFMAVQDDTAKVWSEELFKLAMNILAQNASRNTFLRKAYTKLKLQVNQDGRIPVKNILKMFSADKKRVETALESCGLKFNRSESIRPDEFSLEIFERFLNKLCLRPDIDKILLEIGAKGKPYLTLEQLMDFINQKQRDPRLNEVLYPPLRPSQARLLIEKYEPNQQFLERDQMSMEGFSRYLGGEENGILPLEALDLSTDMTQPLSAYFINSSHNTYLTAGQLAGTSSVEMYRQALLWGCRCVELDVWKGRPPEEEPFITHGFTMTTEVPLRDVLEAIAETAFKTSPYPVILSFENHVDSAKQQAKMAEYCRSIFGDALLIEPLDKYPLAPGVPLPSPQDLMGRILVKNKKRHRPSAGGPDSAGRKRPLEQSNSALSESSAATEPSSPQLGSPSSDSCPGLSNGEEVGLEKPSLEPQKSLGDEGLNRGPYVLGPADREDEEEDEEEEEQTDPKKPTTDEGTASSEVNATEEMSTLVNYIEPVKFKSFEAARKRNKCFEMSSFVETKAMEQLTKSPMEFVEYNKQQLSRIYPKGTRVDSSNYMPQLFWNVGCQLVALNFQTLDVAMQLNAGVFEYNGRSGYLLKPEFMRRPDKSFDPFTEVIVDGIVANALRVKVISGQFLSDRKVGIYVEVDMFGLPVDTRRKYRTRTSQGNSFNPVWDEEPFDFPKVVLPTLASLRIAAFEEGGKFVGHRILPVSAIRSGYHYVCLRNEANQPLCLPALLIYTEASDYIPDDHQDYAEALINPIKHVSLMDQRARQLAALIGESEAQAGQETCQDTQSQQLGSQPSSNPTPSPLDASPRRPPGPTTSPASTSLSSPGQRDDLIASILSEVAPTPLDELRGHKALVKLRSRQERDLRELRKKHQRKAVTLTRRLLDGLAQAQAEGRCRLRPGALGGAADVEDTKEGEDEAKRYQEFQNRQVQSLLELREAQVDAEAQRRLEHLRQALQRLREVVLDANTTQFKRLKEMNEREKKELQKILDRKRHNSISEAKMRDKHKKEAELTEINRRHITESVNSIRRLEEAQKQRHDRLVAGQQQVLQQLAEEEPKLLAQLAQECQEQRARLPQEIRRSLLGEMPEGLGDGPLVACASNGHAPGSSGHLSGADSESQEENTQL
PLCg1 inh – blocks human PLC-gamma1 enzyme activity; P19174; purified PLC-gamma1, fluorogenic substrate, fluorescence; inhibition, % at 12.2 µM; 370,000 compounds, 0.84% hits; AID 720700; in the data active means inhibition above about 9.5%
hgDAF-12 ag – activates the H. glycines DAF-12 receptor ligand-binding domain | AID 687014 | activation, % at 6.8 µM | 370,000 compounds, 1.8% hits | HEK293 GAL4-hgDAF12 UAS-luciferase reporter, agonist luminescence; normalized to butyrate control;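 active means activation above a cutoff set at the mean of all screened compounds plus 3 SD, cut at about 10% in these data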;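 further: 0% = DMSO wells and 100% = sodium butyrate wells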
ADAM17 inh – ADAM17 inhibition, QFRET primary screen. AID 720648. inhibition, % at 6.95 µM. recombinant ADAM17, EDANS/DABCYL FRET peptide cleavage. 370,000 compounds, 0.83% hits;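 active means inhibition above the mean of compounds lying between control limits plus 3 SD, set per campaign, cut at about 8.5% in these data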;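 further: 0% = DMSO-only wells as the low control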
DAX1 inh-1 – NR0B1 (DAX1) inhibition | AID 504766 | 340,000 compounds, 0.99% hits | HEK293 Gal4-DAX1 luciferase reporter, luminescence | inhibition, % at 6.75 µM | P51843;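 active means inhibition above the mean over all tested compounds plus 3 SD, cut at about 4.2% in these data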;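 further: 0% = DAX1-transfected cells with DMSO and 100% = empty-vector control cells with DMSO; inhibition shows as a rise in luminescence from relieved DAX1 repression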
DAX1 inh-2 – inhibitors of DAX1 repression of SF-1 activated StAR promoter; 370,000 compounds, 1.1% hits; inhibition, % at 6.8 µM; AID 652010; HEK293T StAR-luciferase reporter, SF-1/DAX-1 repression relief;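 active means inhibition above the mean over all tested compounds plus 3 SD, cut at about 3.6% in these data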;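 further: 0% = DAX-1 cells with DMSO and 100% = cells lacking DAX-1 with DMSO; higher inhibition means more luminescence from relief of DAX-1 repression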
ADAM10 inh – inhibitors of human ADAM10 | O14672 | inhibition, % at 7 µM | recombinant ADAM10, EDANS/DABCYL FRET peptide cleavage, 3 h | AID 720582 | 370,000 compounds, 0.62% hits;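 active means inhibition above a per-campaign cutoff equal to the mean of compounds falling between control-based bounds plus 3 SD, cut at about 20% in these data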;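 further: 0% = DMSO wells while the 100% control is not disclosed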
The depositor's hits bear a star; . = not tested or not shown. Not a hit list. Share with any hit: about 6.9%.

SMILES | ssDAF12 agonist | hcDAF12 agonist | sPLA2-III inh | FXN GAA850 act | PLC-beta3 inh | PLCg1 inh | hgDAF-12 ag | ADAM17 inh | DAX1 inh-1 | DAX1 inh-2 | ADAM10 inh
CC(C)CN(CCNC(=O)c1cn(C)c2ccc(S(=O)(=O)N3CCCC3)cc2c1=O)CC(C)C | -1.6 | -0.6 | 3 | -1.2 | -4 | 1 | 0.6 | 6 | 1.6 | 0.2 | 5
O=C(Nc1cccc(NC(=O)c2ccccc2[N+](=O)[O-])c1)c1ccccc1Cl | -1.2 | -2.9 | -3 | -2.1 | -5 | 3 | 1.0 | 0 | -0.6 | -0.3 | 4
CC(C)(C)NC(=O)c1cccc(NC(=O)c2cccc(O)c2)c1 | -0.6 | 2.0 | -6 | 0.8 | -4 | 1 | 4.7 | -3 | 0.1 | 0.8 | -2
Cc1ncsc1CCC(=O)N1CCCC(Nc2ccc(C(C)C)cc2)C1 (configuration not stated) | -0.9 | -3.1 | -1 | -0.8 | -3 | 2 | -0.3 | 0 | -0.1 | -2.0 | 1
O=C(Nc1c(F)c(F)c(F)c(F)c1F)OC[C@@H]1CSCCS(=O)(=O)N1 | -0.2 | -1.1 | -1 | . | 4 | 4 | 2.1 | 3 | . | 3.6* | 2
CCOC(=O)Cn1nc(C)c(NC(=O)CCc2ccccc2)c1C | -0.9 | -2.0 | -2 | -0.5 | -1 | 0 | -0.8 | 0 | -2.0 | 0.6 | 5
CSc1cccc(NS(=O)(=O)c2ccc(F)cc2)c1 | -0.8 | -0.9 | -21 | -0.2 | 0 | 0 | -1.0 | -2 | -0.6 | -0.8 | 4
Cc1ccc(C(=O)NC2CCCCCC2)cc1S(=O)(=O)N1CCOCC1 | -0.6 | 0.7 | 1 | 3.7 | -1 | 3 | 7.1 | 0 | 0.2 | 3.4 | -1
CC1=NNC(=O)C1Cc1ccccc1 (configuration not stated) | -0.1 | -0.1 | 15 | -0.5 | 0 | 1 | -0.1 | -2 | . | 0.1 | -7
CC(NC(=O)Nc1ccccc1)c1ccccc1 (configuration not stated) | -1.7 | -1.9 | -8 | -2.0 | 0 | 3 | -1.6 | -1 | -0.3 | -0.6 | 0
CCCC[C@H]1C2CC(OC(=O)NCCCC(=O)OCC)C(C2)[C@H]2CCCCN21 (some centres not stated) | -0.8 | -1.8 | 7 | . | 2 | -3 | 0.0 | -5 | . | 0.3 | -3
Cc1ccc(S(=O)(=O)CC(=O)N2CCCCCC2)cc1 | -0.5 | -0.5 | 4 | 1.4 | 0 | 0 | 0.3 | -5 | 1.3 | 0.3 | -2
C/C(=N\NC(=O)c1cc(C)[nH]n1)C(C)(C)C | -1.3 | 4.3 | 9 | 1.7 | -3 | 0 | 3.3 | -3 | 0.6 | 0.7 | 0
COc1ccc(-c2nc(NC3=NCCCCC3)sc2C)cc1 | -0.9 | -0.9 | 2 | 1.8 | 1 | 3 | -2.8 | -1 | -0.1 | -0.9 | 5
Cc1cc(Oc2ccccc2)nc(SCC(=O)Nc2ccc(Cl)c(Cl)c2)n1 | -1.2 | -1.7 | -25 | 1.0 | -2 | 5 | -1.4 | 14* | -0.8 | -1.1 | 19
COc1ccc(C(=O)c2ccc(N3CCN(C(=O)c4ccc(F)cc4)CC3)c(F)c2)cc1Br | -0.9 | -0.6 | 2 | 0.8 | -6 | -4 | 0.9 | -2 | 1.0 | -0.2 | 3
CC(=O)N1CCC(=NNC(=O)c2cccs2)CC1 | 0.3 | 5.2 | -1 | 8.7* | -3 | 0 | 14* | 0 | 5.3* | 4.0* | -7
CC1CCN(C(=S)Nc2ccc(SC(F)F)cc2)CC1 | 0.6 | 1.5 | 19 | 3.1 | 4 | 11* | 2.8 | 6 | 0.0 | 0.7 | 9
C=CCC1NS(=O)(=O)OCC1C(C)C (configuration not stated) | -1.7 | -0.5 | -3 | 0.6 | 2 | 0 | -2.5 | -2 | 1.8 | -0.1 | 1
O=C(Nc1ccncc1)C1c2ccccc2Oc2ccccc21 | -1.5 | -0.4 | -17 | -1.6 | 3 | 8 | -2.3 | 3 | -0.8 | -0.8 | 6
Cc1nc(C)c(-c2ccc(SCC(=O)Nc3cccc(F)c3)nn2)s1 | -2.0 | -4.3 | 0 | 0.5 | -12 | -2 | -7.7 | 2 | -1.2 | -3.6 | -6
CCOc1cc2c(cc1/C=C1/NC(=O)N(CC(=O)OC)C1=O)OCO2 | -1.8 | -0.9 | 8 | 0.9 | -41 | -25 | -1.5 | 4 | 0.8 | -0.2 | 7
CCc1nnc(NC(=O)CSc2nnc(-c3c[nH]c4ccccc34)n2C)s1 | -1.7 | -1.7 | -3 | -2.3 | 1 | 2 | 1.7 | -5 | 1.4 | -0.3 | -1
Nc1cc(=O)[nH]c(SCc2cccc3ccccc23)n1 | -1.6 | -1.7 | -1 | 0.2 | -1 | 2 | -2.1 | -2 | 0.7 | -0.5 | -2
O=C(N/N=C/c1cccnc1)c1cc2ccccc2o1 | -0.9 | -1.0 | -3 | 1.2 | -7 | -7 | 2.3 | -3 | -1.2 | -0.3 | -4
CN(Cc1ccccc1N1CCCC1)C(=O)c1cc2cc(Cl)ccc2o1 | -0.4 | 2.1 | 3 | 1.8 | -27 | -21 | 1.9 | 0 | 0.6 | 0.4 | -9
O=C(c1ccccc1F)N1CCN=C1SCc1cccnc1 | -1.4 | 0.0 | 3 | 1.3 | 3 | 2 | 1.8 | -2 | -0.8 | 1.6 | -9
CCN(CC)CCC(c1ccc(OC)cc1)c1c(O)cc(OC)cc1OC (configuration not stated) | -1.1 | -1.2 | 2 | -1.1 | 5 | 4 | -0.1 | 3 | 0.9 | 0.1 | 2
CCOC(=O)c1cc(C(=O)NN)c(C)nc1C | -1.0 | -1.4 | 3 | -0.6 | -3 | 0 | -0.2 | -5 | 0.9 | -0.4 | -7
O=C(COc1ccccc1)N(Cc1ccco1)c1ccc(O)cc1 | -1.3 | -0.3 | -12 | 1.0 | -1 | -2 | -1.0 | -6 | -0.1 | -0.2 | 2
Cc1ccc(S(=O)(=O)NC(=O)NCc2ccc3c(c2)OCO3)cc1 | -0.5 | -1.7 | 4 | 1.8 | -1 | 0 | -0.3 | -5 | 1.5 | 0.4 | 1
COc1cccc(NC(=O)CN(C)C(=O)c2ccc(-c3ccc(Cl)cc3)o2)c1 | -1.1 | -1.7 | -34 | 1.6 | -10 | -1 | 4.4 | 4 | -1.1 | -0.8 | 3
Cc1ccc(S(=O)(=O)N/N=C/c2ccc(C#N)cc2)cc1 | -1.2 | 0.7 | -1 | 1.9 | -5 | 1 | 0.0 | -1 | -0.5 | 0.0 | 2
COCCN(CCOC)Cc1c(O)ccc2c1O/C(=C\c1ccco1)C2=O | -1.2 | -2.0 | -17 | -0.8 | -496 | -330 | -1.5 | -22 | -1.1 | -0.3 | -35
COc1cc2c(NCCCCCCO[N+](=O)[O-])ncnc2c(OC)c1OC | -1.5 | -1.8 | 3 | . | -8 | -6 | -4.8 | -6 | . | -3.8 | -21
CCOC(=O)CSc1ccc(C(=O)Nc2ccc(OC)cc2)cn1 | -0.4 | 0.0 | -6 | 3.7 | 2 | 1 | 8.0 | 2 | -0.7 | -0.1 | 6
O=C(N=C1SC2CS(=O)(=O)CC2N1c1cc(Cl)ccc1Cl)C1CC1 (configuration not stated) | -1.3 | -1.0 | 2 | 0.8 | -6 | 4 | 0.0 | -2 | 0.3 | 0.6 | 8
Cc1cc(C(F)(F)F)c(C#N)c(N2CCOCC2)n1 | -1.1 | 0.6 | 6 | 0.5 | 6 | 8 | 0.5 | 1 | 0.4 | 0.5 | 14
CC(C)c1cc(C(=O)O)n(-c2ccccc2)n1 | -1.3 | 1.9 | 0 | 0.8 | 2 | 4 | -1.3 | 2 | -0.3 | 0.4 | 0
CC(C)C[C@H]1COc2cccc(N3CCC[C@@H]3CO)c2S(=O)(=O)N1 | -0.6 | 0.5 | -1 | . | -1 | 0 | -1.6 | -5 | . | -0.8 | -3

Compound profiles, from the list above. Values in the order: ssDAF12 agonist	hcDAF12 agonist	sPLA2-III inh	FXN GAA850 act	PLC-beta3 inh	PLCg1 inh	hgDAF-12 ag	ADAM17 inh	DAX1 inh-1	DAX1 inh-2	ADAM10 inh
Record of O=C(Nc1cccc(NC(=O)c2ccccc2[N+](=O)[O-])c1)c1ccccc1Cl : -1.2	-2.9	-3	-2.1	-5	3	1.0	0	-0.6	-0.3	4
Record of CC(C)C[C@H]1COc2cccc(N3CCC[C@@H]3CO)c2S(=O)(=O)N1 : -0.6	0.5	-1	.	-1	0	-1.6	-5	.	-0.8	-3
Record of CC1=NNC(=O)C1Cc1ccccc1 (configuration not stated) : -0.1	-0.1	15	-0.5	0	1	-0.1	-2	.	0.1	-7

New compounds follow.
SMILES | ssDAF12 agonist | hcDAF12 agonist | sPLA2-III inh | FXN GAA850 act | PLC-beta3 inh | PLCg1 inh | hgDAF-12 ag | ADAM17 inh | DAX1 inh-1 | DAX1 inh-2 | ADAM10 inh
CCOc1ccc(NC(=O)CSc2nc3ccsc3c(=O)n2CCC(=O)O)cc1 | -1.4 | -0.5 | -3 | -0.3 | -7 | 1 | -0.8 | -2 | 0.7 | -1.6 | -1
N#CC1(NC(=O)CSc2ccccn2)CCCCC1 | -0.6 | 0.8 | 2 | -0.8 | -3 | 4 | 2.2 | 0 | 0.5 | -0.3 | 1
Cc1ccc2occ(/C=C/C(=O)c3ccccc3O)c(=O)c2c1 | -1.5 | 1.4 | 6 | 2.0 | -1 | -5 | 1.9 | -5 | 0.4 | -0.4 | -7
CCc1nn2c(=O)cc(CSc3nc(C)cc(=O)[nH]3)nc2s1 | -1.2 | -1.1 | 3 | -3.5 | 5 | 1 | 0.7 | -3 | 0.5 | -0.7 | -6
Cc1ccc2c(c1)nnn2C1CCN(S(=O)(=O)c2ccc(C(=O)N3CC(C)CC(C)C3)cc2)CC1 (configuration not stated) | -1.1 | -0.8 | 6 | -2.2 | 0 | 1 | -2.5 | 2 | 1.1 | -0.4 | 1
O=C(Nc1ccc(C(=O)O)cc1)Nc1cccc([N+](=O)[O-])c1 | -1.7 | -1.8 | -2 | -0.7 | 3 | 2 | 0.3 | -1 | 0.0 | -0.2 | 0
Cc1ccc(NC(=O)Nc2ccccc2F)cc1S(=O)(=O)N1CCOCC1 | -1.1 | -2.0 | -9 | -1.0 | -2 | 3 | -2.0 | 3 | 0.0 | -1.6 | -1
CCN(c1cccc(C)c1)C(C(=O)Nc1ccc(OC)cc1)c1cc2c(cc1[N+](=O)[O-])OCO2 (configuration not stated) | -0.8 | -0.1 | 4 | 0.8 | 5 | 4 | -0.2 | 1 | 0.6 | 0.0 | 5
CCCn1c(CN2CCN(C(=O)OCC)CC2)nc2c1c(=O)n(C)c(=O)n2C | -1.3 | -0.7 | 6 | 0.6 | 0 | -3 | -1.2 | 4 | -1.1 | -0.3 | -9

Screens as filed in PubChem.
